All columns: NCI-60 one-dose screen, growth in % after 48 h at 10 µM unless noted; 100 = growth as untreated, 0 = no growth, -100 = all killed.
HL-60(TB) – HL-60(TB) leukemia cells; 78,000 tested, 9% active; AID 1794776; active = growth percent below 10
Numbers without * were called inactive; & = joins results of further samples; [ ] = dose if it differs, or a comment. An excerpt. The share of hits here may be higher or lower than overall.

SMILES | HL-60(TB)
NC(=Nc1ccccc1)SCc1ccc([N+](=O)[O-])cc1 | 84
O=C1Nc2ccccc2/C1=C\c1c(-c2ccccc2)nc2ccccn12 | -11*
N#CCc1cccnc1 | 98
CC1CC(NC(=S)S)CC(C)(C)C1 (stereo not drawn) | 91
Cc1nn(-c2ccc(F)cc2)c2nc(N)nc(N)c12 | 91
O=C(CSc1nc2ccccc2c(=O)n1-c1ccccc1)N/N=C/c1ccc(Oc2ccc(Br)cc2)cc1 | 105
COc1ccc(-c2cc(-c3cccnc3)nc(SCC(=O)c3ccc(Cl)cc3)c2C#N)cc1OC | 89
COc1ccc2c(c1)=NC(=O)/C(=C\c1sc(Nc3ccc(S(N)(=O)=O)cc3)nc1O)C=2 | 101
O=C1/C(=C/c2ccc(OCCCc3ccccc3)cc2)N=C2SCCCN12 | 104
O=C(C(=O)c1cccc(C(=O)C(=O)c2ccccc2)c1)c1ccccc1 | 101
COc1ccc([C@@H]2CC(=O)c3c(O)cc(O[C@@H]4OC(CO[C@@H]5OC(C)[C@H](O)C(O)C5O)[C@@H](O)C(O)[C@@H]4O)cc3O2)cc1O (stereo partly drawn) | 99
N#Cc1c(NCc2ccc(N3CCN(c4ccccc4)CC3)cc2)oc(-c2ccccc2)c1-c1ccccc1 | 79
Cc1[nH]c(C(=O)Nc2ccccc2OC2CCNC2)c(Cl)c1Cl (stereo not drawn) | 91
C=CCC(CCCC)(C(=O)OCC)C(=O)OCC | 81
CCCC(=O)Nc1ncnc2c1ncn2C1O[C@@H]2COP(=O)(O)O[C@H]2[C@H]1OC(=O)CCC (stereo partly drawn) | 114
Cc1ccc(NC(=O)c2sc3nc(C)c(C(=O)c4ccc(C(F)(F)F)cc4)cc3c2N)cc1 | 101
CCCCCCCCCCCCNC(=S)N/N=C/c1c(O)ccc2ccccc12 | 94
Cc1ccc(C2CC(c3cccc(Nc4ccncc4)c3)=NN2c2ccc(Cl)cc2)cc1 (stereo not drawn) | -56*
C=CCOC(=O)CC | 104
Cc1cccc(N2CCN(CCO)CC2)c1 | 119
COc1ccc(/C=C2/C=C(c3ccccc3)OC2=O)cc1OC | 103
COc1ccc(OC)c(NC(=O)c2cc(S(=O)(=O)N3CCc4ccccc43)ccc2OC)c1 | 107
CC(C)(C)c1cc(NC(=O)Cc2ccc(Nc3ncnc4[nH]ccc34)cc2)no1 | 86
N/N=C(/C(=O)c1ccccc1)c1ccccc1 | 90&108
Cc1cc(-c2ccccc2)nn1-c1nc(Nc2ccccc2)nc(Nc2ccc(S(N)(=O)=O)cc2)n1 | 48
CCC(C)C1(CC)C(=O)NC(=O)N(C)C1=O (stereo not drawn) | 92
O=C1CC(c2ccc3c(c2)OCO3)c2snc(C(=O)O)c2N1 (stereo not drawn) | 98
Cc1[nH]nc2c1C(c1cc(=O)oc3c1ccc1ccccc13)C(C#N)=C(N)O2 (stereo not drawn) | 95
C[N+](C)(CCO)C(c1ccccc1)c1ccccc1 | 99
COc1ccc2[nH]cc(-c3nnc(N)nc3-c3c[nH]c4ncc(Br)cc34)c2c1 | 103

Entries above with an aryl thioether with sulfur outside any ring, in the order listed:
SMILES | HL-60(TB)
O=C(CSc1nc2ccccc2c(=O)n1-c1ccccc1)N/N=C/c1ccc(Oc2ccc(Br)cc2)cc1 | 105
COc1ccc(-c2cc(-c3cccnc3)nc(SCC(=O)c3ccc(Cl)cc3)c2C#N)cc1OC | 89

Returning to the listing, starting six compounds before the break.
SMILES | HL-60(TB)
Cc1cc(-c2ccccc2)nn1-c1nc(Nc2ccccc2)nc(Nc2ccc(S(N)(=O)=O)cc2)n1 | 48
CCC(C)C1(CC)C(=O)NC(=O)N(C)C1=O (stereo not drawn) | 92
O=C1CC(c2ccc3c(c2)OCO3)c2snc(C(=O)O)c2N1 (stereo not drawn) | 98
Cc1[nH]nc2c1C(c1cc(=O)oc3c1ccc1ccccc13)C(C#N)=C(N)O2 (stereo not drawn) | 95
C[N+](C)(CCO)C(c1ccccc1)c1ccccc1 | 99
COc1ccc2[nH]cc(-c3nnc(N)nc3-c3c[nH]c4ncc(Br)cc34)c2c1 | 103
O=C(NC[C@H]1OC(O)[C@H](O)[C@@H](O)[C@@H]1O)C(Cl)Cl (stereo partly drawn) | 98
Cc1nc(N)sc1C(=O)/C=C/c1ccc(F)cc1 | 81
C[N+](C)(C)/C=C/c1ccccc1 | 115
COc1cc2c(c(OC)c1OC)OC1(OC(=O)c3ccccc31)OC2=O (stereo not drawn) | 86
CCOC(=O)/C(O)=C(\C#N)c1ccc(C)cc1 | 83
COc1ccc(C2C=C(c3ccc(NCc4nccc(OCC(F)(F)F)c4C)cc3)NC(N)=N2)cc1OC (stereo not drawn) | 56
O=c1c(Nc2ccccc2)c(Nc2ccccc2)c1=O | 99
COc1cc(/C=C/C(=O)c2cc(C(=O)c3ccc(Br)cc3)n3ccc(C)cc23)cc(OC)c1OC | 85
Cc1ccc(-c2cc(C(F)(F)F)nn2-c2ccc(S(N)(=O)=O)cc2)cc1 | 74
O=c1c2ccccc2[se]n1-c1ccccc1 | 95
CCN1CCN(c2cc(-c3ccccc3)nc(Nc3ccc(C(c4c[nH]c5ccc(Br)cc45)c4c[nH]c5ccc(Br)cc45)cc3)n2)CC1 | 97
COc1ccc2cc(-c3csc(N)n3)c(=O)oc2c1 | 91
CS(=O)CC(=N\N)/C(CS(C)=O)=N/N (stereo not drawn) | 106
CC(C)CC(C(=O)O)N1C(=O)CSC1=S (stereo not drawn) | 118
COc1ccc2c(c1)[nH]c(=O)c1c3cc(OC)ccc3cn21 | -8.1*
Cc1ccc(S(=O)(=O)Oc2ccc(NC(=O)C3CCCCC3)cc2)cc1 | 92
CC[C@@H](CO)NC(=O)[C@@H]1C=C2c3cccc4[nH]cc(c34)C[C@H]2N(C)C1 | 77
CC(=O)OC[C@]12CC[C@@H](C(C)=O)[C@@H]1[C@H]1CC[C@@H]3[C@@]4(C)CCCNC(C)(C)[C@@H]4CC[C@@]3(C)[C@]1(C)CC2 | 89
CC1(C)CCC(S(=O)(=O)c2ccc3c(c2)/C(=N\O)c2cc(S(=O)(=O)N4CCC(O)(c5cccc(C(F)(F)F)c5)CC4)ccc2-3)CC1 | -68*
O=[N+]([O-])c1ccc(-c2nc(N3CCOCC3)c3c4c(sc3n2)CCCC4)cc1 | 92
CC(C)[C@@]12CC[C@@H]3[C@@]4(C)CCC[C@@](C)(C(=O)N5CCN(C)CC5)[C@@H]4C[C@H]4O[C@@]34[C@@H](OO1)O2 | 100
Cc1nnc(NS(=O)(=O)c2ccc(N=Nc3c(N)nc(N)[nH]c3=O)cc2)s1 | 99
CCOC(=O)c1c(C)nn(CC(O)c2ccccc2)c1NC(=O)Nc1cccc2ccccc12 (stereo not drawn) | 100
COc1ccc(/C=N/C2=C(C#N)C(c3ccccc3)c3c(ccc4ccccc34)O2)cc1 (stereo not drawn) | -18*
CN(Cc1ccc(Nc2ccccc2)cc1)C1CCCCC1 | 105
O=C(Oc1ccc(Cc2ccccc2)cc1)Oc1ccc(Cc2ccccc2)cc1 | 113
COc1ccc(C/C(C)=C(/c2ccc(OCCN3CCCCCC3)cc2)c2ccc(OC(=O)c3ccccc3)cc2)cc1 | 69
COc1cc(CNC(=O)CCCC/C=C/C(C)C)ccc1OCc1nnc(Nc2ccccc2F)o1 | 90
Cc1cc(=O)oc2cc(OCC(O)CNN3C(=O)c4cccc5c(N6CCN(c7ccccc7)CC6)ccc(c45)C3=O)ccc12 (stereo not drawn) | 103
CCN(CC)C(=O)NCCCCCCNC(=O)N(CC)CC | 97[100 µM]
CCCN(CCC)C(=O)CCN1C(=O)/C(=C/c2ccc(O)cc2)SC1=S | 96
CN(N=O)C1(C)C2CCC(C2)C1(C)C (stereo not drawn) | 93
O=C1c2ccccc2-n2c(noc2=O)[C@@H]2CCCN12 | 103
CNc1c(Cl)c(Cl)cc(Cl)c1Cl | 101
Cc1ccc2cccc(OC(=O)Nc3ccc(C)c(NC(=O)Oc4cccc5ccc(C)nc45)c3)c2n1 | 109
Cc1cccc(C)c1NCC(=O)Nc1ccccn1 | 100
Clc1cc(Cl)ncn1 | 98
COc1cc2c(/C=C3\C(=O)Nc4ccccc43)c(C(=O)O)[nH]c2cc1C | 110
CCCCCCCCCCCCCCCCN=C(CC(=O)O)C(=O)O | 73
COc1ccc(C(=O)c2sc3nc4c(cc3c2N)N2CCC4CC2)cc1 | 82
CCN1CCN(CCCNc2nccc(-c3c(-c4ccc(F)c(O)c4)nc4sccn34)n2)S1(=O)=O | 101
Clc1ccc(-n2ncc3c(NCCCN4CCOCC4)ncnc32)cc1 | 86
O=C(c1ccccc1)c1ccc(C2CCCCC2)cc1 | 101
Cc1nc2sc(C(=O)Nc3cccc(Cl)c3)c(N)c2cc1C(=O)c1ccc(C(F)(F)F)cc1 | 99
CN(C)c1ccc(-c2c(C#N)c(N)n(-c3cccc(C(F)(F)F)c3)c(=O)c2C#N)cc1 | 103

Of the compounds above, these contain a COOH group:
SMILES | HL-60(TB)
O=C1CC(c2ccc3c(c2)OCO3)c2snc(C(=O)O)c2N1 (stereo not drawn) | 98
CC(C)CC(C(=O)O)N1C(=O)CSC1=S (stereo not drawn) | 118
COc1cc2c(/C=C3\C(=O)Nc4ccccc43)c(C(=O)O)[nH]c2cc1C | 110
CCCCCCCCCCCCCCCCN=C(CC(=O)O)C(=O)O | 73

Going on with the list:
SMILES | HL-60(TB)
COc1ccc(-c2c[nH]cc2-c2cc(OC)c3c(c2OC)OCO3)cc1 | 94
Nc1nc(Nc2cc(Cl)ccc2O)nc(-c2ccccc2)n1 | 97
Cc1c2ccccc2cc[n+]1C | 118
Brc1cnc2ccccc2c1 | 89
N#Cc1nc(-c2ccc(F)cc2)oc1S(=O)(=O)N1CCCCC1 | 32
CCCCCCCCCCCCNC(=S)N/N=C/c1ccc(NC(C)=O)cc1 | 93
CN(C)CCCN(CCC1CCCCC1)CCC1CCCCC1 | 30
CC1=NN(c2nc(-c3ccco3)c(C#N)c(=O)n2C)C(=O)C1N=Nc1ccc(S(N)(=O)=O)cc1 (stereo not drawn) | 110
COc1ccc(-n2ncn(Cc3cc(=O)oc4ccc5ccccc5c34)c2=O)cc1 | 100
CCCCC/C=C/C/C=C/CCCCCCCCNC(=O)Nc1ccc(OCC)cc1 | 112
Clc1ccc(Cn2c(-c3cccs3)nc3ccccc32)cc1 | 96
CC1CCC(n2cnc3c(Cl)ncnc32)O1 (stereo not drawn) | 112
C#Cc1nc(/C=C/C(=O)c2nccn2C)cs1 | -40*
Clc1ccc2c(NCCCN3CCOCC3)c3oc4ccccc4c3nc2c1 | 38
Cn1cc(-c2nc(-c3cn(C)c4ncccc34)cs2)c2cc(Cl)ccc21 | 72

Sorted by count of non-hydrogen atoms (highest first): some entries from above.
SMILES | HL-60(TB)
COc1ccc(-n2ncn(Cc3cc(=O)oc4ccc5ccccc5c34)c2=O)cc1 | 100
CCCCCCCCCCCCNC(=S)N/N=C/c1ccc(NC(C)=O)cc1 | 93
Brc1cnc2ccccc2c1 | 89

Next part:
SMILES | HL-60(TB)
N#CCCCOc1ccccc1 | 131
CN(CCC#N)c1ccc(C=C(C#N)C#N)cc1 | 101
CC[n+]1ccc(C)c(C)c1 | 83
O=P(CCc1ccccc1)(c1ccccc1)c1ccccc1 | 92
O=c1[nH]nc(-c2ccccc2)cc1Cc1cc2ccccc2[nH]c1=O | 100
Brc1ccc(Oc2ccc(Nc3ncnc4onc(-c5ccccc5)c34)cc2)cc1 | 101
Oc1ccc(C(=C(Cl)Cl)c2ccc(O)cc2)cc1 | 72
CN1CCN(CCNC(=O)c2cccc(CN3c4cccc5c4C(=Cc4cccnc43)N(C)C5=O)c2)CC1 | -6.2*
CCCCCCCCCCCCCCCCCC(=O)N(CCO)C(=O)C[n+]1ccccc1 | 88
O=C(Nc1ccc(Cl)cc1)c1cccc([N+](=O)[O-])c1 | 68
COc1ccc(NS(=O)c2ccc(OC)cc2)cc1 (stereo not drawn) | 71
CC(=O)Nc1ccc(O)c(Br)c1 | 120
C=CCSc1ncnc2nc[nH]c12 | 82
NC(Cc1ccccc1[N+](=O)[O-])C(=O)O (stereo not drawn) | 113
CC1(C)CC(=O)C(C(c2ccc(Cl)cc2)n2ncc(C#N)c2N)C(=O)C1 (stereo not drawn) | 99
O=C(NCCNc1nccc(-c2c(-c3cccc(F)c3)nc3sccn23)n1)c1ccc(C(F)(F)F)cc1 | 103
C=CCNc1nc(NN2C(=O)c3cccc4cccc(c34)C2=O)nc(N2CCOCC2)n1 | 102
Nc1cc(-c2cccc(OC(F)(F)F)c2)nc2ccc(N3CCCC3)cc12 | -12*
CC1(C)CC[C@]2(C(=O)N3CCNCC3)CC[C@]3(C)C(=CC[C@@H]4[C@@]5(C)Cc6c([nH]c7ccccc67)C(C)(C)[C@@H]5CC[C@]43C)[C@@H]2C1 | 59
CCN1/C(=C/C(C)=C/c2sc3ccc4ccccc4c3[n+]2CC)Sc2ccc3ccccc3c21 | -52*
CCCCCCOC(=O)N1CCCCC1 | 90
CC(C)(C)c1nn(-c2ccccc2)c2nc3c(nc12)c(=O)oc1ccccc13 | 123
O=C(O)c1ccc(Cl)c(Cl)c1 | 74&100
CN1CCCc2cc(/C=C3\SC(=S)N(CCC(=O)O)C3=O)ccc21 | 100
COc1ccc(/C=C2\C=C(c3ccc(Cl)c(Cl)c3)NC2=O)cc1 | 104
COc1c2c(c(OC)c3occc13)OC(C)=C1Sc3[nH]c(=S)[nH]c(=S)c3C12 (stereo not drawn) | 122
CC(=O)c1cc(C(=O)c2ccccc2)n2cc(C)cc(C)c12 | 92
Cc1ccc2ccccc2[n+]1C | 97
CS(=O)(=O)OCC1OC(n2ccc(NC(=O)c3ccccc3)nc2=O)CC1OS(C)(=O)=O (stereo not drawn) | 106
O=[N+]([O-])c1ccc(SN2CCCCC2)c([N+](=O)[O-])c1 | 105
CNC(=S)NS(=O)(=O)c1ccc(NNc2c3ccccc3nc3ccccc23)cc1 | 99
COc1ccc(/C=N/N=C(N)N)cc1 | 104
Cc1ccc(-c2[nH]c(=S)[nH]c(=O)c2C#N)o1 | 112
O=C([C@@H](COCc1ccccc1)N1C(=O)[C@@H](N2C(=O)OC[C@@H]2c2ccccc2)[C@H]1/C=C/c1ccccc1)N1CCC(CCN2CCCCC2)CC1 | 65
Nc1cc(-c2c[nH]c3ccc(Cl)cc23)nc2cc(-c3c[nH]c4ccc(Cl)cc34)nn12 | 44

Screens as filed in PubChem.
